# West Nile virus CPE – inhibition of WNV-induced cytopathic effect – cell-based, CPE readout (AID 1621); 290,000 compounds, 0.02% hits; CPE inhibition, % at 10 µM; hits with a dose series show IC50 in µM; West Nile virus-infected cells, CPE inhibition; higher % means a stronger effect; in the data active means a potency from the dose series; inconclusive means CPE inhibition mostly from about 3.7% at the one dose, without a potency; inactive means the rest, 99 in 100 with CPE inhibition below about 2.2%; further: strong numbers were not always called active
# RSV antiviral HEp-2 – inhibition of RSV-induced cytopathic effect – HEp-2 cells, primary 10 µM value included (AID 2391); HEp-2 cells, RSV-induced CPE inhibition; higher % means a stronger effect; CPE inhibition, % at 10 µM, or IC50 in µM where a hit was titrated; 310,000 compounds, 0.13% hits; in the data active means a potency from the dose series; inconclusive means CPE inhibition mostly from about 23% at the one dose, without a potency; inactive means the rest, 99 in 100 with CPE inhibition below about 21%; further: strong numbers were not always called active
# NS5 inhibitors – Dengue-2 NS5 methyltransferase inhibitors, primary screen, biochemical, confirmation dose response (AID 588689); 340,000 compounds, 0.3% hits; inhibition, % at 25 µM, or IC50 in µM where a hit was titrated; Dengue-2 NS5 methyltransferase capping enzyme assay, biochemical; higher % means a stronger effect; in the data active means a potency from the dose series; inconclusive means inhibition above about 29% without an active follow-up result
# Yfh1-depleted yeast – mitochondrial function rescue without frataxin homolog – Friedreich's ataxia, plus single-dose screen, dose response (AID 1465) | 220,000 compounds, 0.074% hits | S. cerevisiae Yfh1-off respiration, WST-1 reduction, 72 h; higher fold induction means a stronger effect | fold induction at 50 µM; hits with a dose series show EC50 in µM;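 active means fold induction of absorbance versus untreated yeast above a set limit, then at least 30% activation at any dose in follow-up; inconclusive means repeats straddling the limit, or above it without dose testing; inactive means fold induction below the set limit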;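 further: activators that raise dye reduction in frataxin-depleted yeast; strong numbers were not always called active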
# Large T inhibition – TAg ATPase/helicase activity blockers – biochemical (AID 1903). SV40 large T antigen ATPase/helicase inhibition assay; higher % means a stronger effect. inhibition, % at 20 µM, or IC50 in µM where a hit was titrated. 310,000 compounds, 0.39% hits; in the data active means a potency from the dose series; inconclusive means inhibition mostly from about 32% at the one dose, without a potency; inactive means the rest, 99 in 100 with inhibition below about 32%; further: strong numbers were not always called active
# ER stress rescue – protection against thapsigargin-triggered cell killing – 384-well, CSM14.1, ATP luminescence, primary screen (AID 1222); CSM14.1 thapsigargin-induced death rescue, ATP luminescence; higher % means a stronger effect; cellular ATP content (survival), % at 20 µM; hits with a dose series show EC50 in µM; 190,000 tested, under 10 active;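 active means EC50 below 50 µM in the dose-response confirmation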;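 further: death triggered by thapsigargin at about 15 µM added after 2 h compound pretreatment; cell ATP read after overnight thapsigargin exposure of roughly 18 to 22 hours; normalized against plate controls of thapsigargin alone and 5% DMSO vehicle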
# XIAP antagonists – small molecules displacing peptide from XIAP – biochemical, IAP family, fluorescence polarization (AID 1018); 200,000 compounds, 0.007% hits; XIAP BIR domain, fluorescence polarization peptide displacement; higher % means a stronger effect; displacement, % at 20 µM; hits with a dose series show IC50 in µM; in the data active means displacement above about 50%; further: a part of the inactive calls stands beside numbers as strong as those of hits
# WT yeast gro inh – growth inhibition of WT yeast, mitochondrial fusion screen | mitochondrial fusion phenotypic screen, WT strain | inhibition, % at 10 µM | 190,000 compounds, 2.1% hits | AID 1362; in the data active means inhibition above about 58%; tested in S. cerevisiae
# K1F lysis inhibition – inhibition of K1F phage lysis, E. coli UTI89, bacterial capsule biogenesis inhibitors, alamar blue (AID 488966). E. coli UTI89 K1F phage lysis, alamar blue, 2 h; higher % means a stronger effect. inhibition, % at 100 µM, or IC50 in µM where a hit was titrated. 340,000 compounds, 0.02% hits;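 active means phage lysis inhibition, versus mean bacterial control, above a set limit; inconclusive means no clear call, values can overlap the other calls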;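 further: capsule biogenesis inhibitors block K1F phage lysis so surviving cells raise fluorescence; higher fluorescence means more inhibition of phage lysis; actives were called in the ten point dose series up to 300 µM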
# WT yeast gro inh mutant strain – also measured in WT yeast gro inh; calls as there; inhibition, %; mitochondrial fusion phenotypic screen, mutant strain inhibition
# * hit, by the source's call; i = inactive; u = inconclusive; x = not tested or not shown; [ ] = another dose, or the depositor's remark.
SMILES,West Nile virus CPE,RSV antiviral HEp-2,NS5 inhibitors,Yfh1-depleted yeast,Large T inhibition,ER stress rescue,XIAP antagonists,WT yeast gro inh,WT yeast gro inh mutant strain,K1F lysis inhibition
COc1ccc(CN(C)CC(=O)N2CCc3ccccc3C2)cc1,-0.5%,0.5%,0.9%,x,6.9%,x,x,x,x,0.8%
Cn1cc(CN2CCCCC2CO)c(-c2ccc(Oc3ccccc3)cc2)n1 (stereo unspecified),-1.0%,-2.6%,-1.6%,i,9.3%,-2.0%,-5.7%,8.4,11.1,3.7%
COc1ccccc1-c1cc2nc(C)cc(C)n2n1,-0.1%,18.8µM*,x,i,5.3%,x,x,x,x,x
Cc1ccc(S(=O)(=O)N(CC(O)CN2C(=O)NC(C)(C)C2=O)c2ccccc2)cc1 (stereo unspecified),0.2%,2.3%,-5.4%,i,3.1%,3.1%,3.4%,2.6,8.3,-0.8%
CC(=O)N1CC(C)Oc2ccc(S(=O)(=O)NC(CC(=O)O)c3ccccc3)cc21 (stereo unspecified),-0.7%,0.3%,3.6%,x,9.4%,x,x,x,x,1.6%
CCOC(=O)CSc1nnc(-c2cccnc2)o1,0.1%,1.7%,-7.4%,i,14.1%,-1.7%,3.0%,-16.0,15.4,0.2%
COc1ccc(N=Cc2c(O)cc(C)oc2=O)cc1,0.1%,0.1%,-2.1%,i,7.84µM*,-2.1%,-8.5%,-13.1,13.7,-1.9%
CC(C)(C)NC(=O)c1cccc2c1-c1ccccc1C2=O,0.1%,-0.8%,0.7%,x,3.3%,x,x,x,x,0.0%
O=C(NCc1ccccc1)NC1CC2CCC(C1)N2Cc1ccco1 (stereo unspecified),-0.4%,-0.6%,-3.7%,i,2.4%,0.4%,-3.8%,-7.3,15.2,0.2%
COc1ccc(-c2nc(-c3cccnc3)no2)cc1,-0.1%,8.2%,-10.2%,i,8.9%,x,x,x,x,-0.2%
CCN(Cc1ccccc1)c1ccc(/C=N/NS(=O)(=O)c2ccc(C)c([N+](=O)[O-])c2)cc1,-0.1%,7.8%,2.2%,i,11.8%,0.4%,-4.4%,-13.6,-5.8,-6.7%
O=C(CNCC1CCCCC1)Nc1ccc(N2CCCCC2)cc1,-0.6%,-3.5%,x,i,9.8%,-1.2%,-15.0%,21.9,13.4,x
O=C(Nc1nc(-c2ccccn2)cs1)c1ccco1,-1.2%,-1.0%,-6.2%,i,20.1%,-0.8%,-3.2%,18.4,-13.7,i
COc1ccc(C/C(C)=N/NC(=O)c2cc(C)oc2C)cc1,0.5%,0.3%,0.7%,i,4.0%,-8.1%,-6.1%,-11.8,-3.0,0.2%
O=C(COC(=O)c1ccc2c(c1Cl)C(=O)c1ccccc1C2=O)NC1CC1,-0.1%,3.0%,-2.7%,i,5.9%,-1.6%,-5.8%,-1.7,7.0,0.3%
COc1ccc(C(=O)N2CCC(n3c(C)nc4cc(F)ccc43)CC2)cc1OC,-0.7%,1.4%,-1.5%,i,29.4%,-0.3%,-1.4%,-12.9,26.1,5.9%
CCC(C(=O)NC1CCN(C)CC1)c1ccccc1 (stereo unspecified),-0.8%,1.5%,-1.3%,x,10.6%,x,x,x,x,1.4%[50 µM]
CCOC(=O)N1CCN(S(=O)(=O)c2c(C(=O)N3CCCCC3)c(C)n(C)c2C)CC1,0.3%,-0.2%,7.2%,x,11.0%,x,x,x,x,0.6%
CCOc1ccc(C2=CS/C(=C(\C#N)c3nnc4n3CCCCC4)N2CC)cc1,0.4%,5.2%,4.2%,i,3.1%,x,-2.8%,3.5,10.2,-0.5%
CCN1CCN(CCCNC(=O)c2ccc(NC(=O)C3=CSCCO3)cc2)CC1,-0.3%,2.8%,-4.5%,x,10.8%,x,x,x,x,0.2%
COC(=O)c1ccc(OC(=O)c2ccccc2F)cc1,0.3%,0.6%,x,i,9.7%,-1.8%,-0.1%,-2.5,-20.2,x
O=C1CCC/C(=N\NC(=O)NC2CCCCC2)C1,0.8%,0.7%,2.3%,i,13.2%,0.2%,-3.2%,-3.2,4.0,0.4%
Cn1cc(C(=O)N/N=C/c2ccc3c(c2)OCO3)c2ccccc21,0.0%,0.1%,10.7%,i,14.8%,x,x,x,x,-0.2%
COC(=O)C(C(=O)OC)c1ccc(N)cc1,0.3%,1.1%,-1.5%,i,2.7%,0.1%,-2.9%,-1.6,-1.7,0.1%
O=[N+]([O-])c1cccc(N/N=C/c2cc([N+](=O)[O-])ccc2O)c1,-0.7%,2.3%,7.4%,i,11.8%,0.5%,-2.5%,2.0,10.0,-3.2%
Cc1ccc(OCCCNC2CCCC2)cc1,-0.1%,1.0%,-10.9%,i,2.3%,0.8%,-5.4%,-8.8,-4.1,-0.2%
CCc1c(C2(O)CCCCC2)[nH]c2ccc(C(F)(F)F)cc12,u,-3.8%,-3.9%,x,7.9%,x,x,x,x,-1.1%
O=C(c1sc2cccc(Cl)c2c1Cl)N1CCN(CCc2ccccn2)CC1,0.8%,6.4%,0.9%,x,19.5%,x,x,x,x,0.3%
CCOC(=O)c1oc2ccc(S(=O)(=O)N3CCC(C)CC3)cc2c1C,1.1%,1.8%,-2.4%,i,16.1%,-2.4%,-7.4%,-27.5,-4.1,0.7%
Cn1nc(OC(=O)Nc2ccc(F)cc2)cc1C(F)(F)F,0.1%,0.4%,-9.4%,i,3.4%,-4.1%,-2.4%,-3.0,4.2,0.5%

# Fetched by structure from the list above, five records:
SMILES,West Nile virus CPE,RSV antiviral HEp-2,NS5 inhibitors,Yfh1-depleted yeast,Large T inhibition,ER stress rescue,XIAP antagonists,WT yeast gro inh,WT yeast gro inh mutant strain,K1F lysis inhibition
O=C1CCC/C(=N\NC(=O)NC2CCCCC2)C1,0.8%,0.7%,2.3%,i,13.2%,0.2%,-3.2%,-3.2,4.0,0.4%
Cn1cc(C(=O)N/N=C/c2ccc3c(c2)OCO3)c2ccccc21,0.0%,0.1%,10.7%,i,14.8%,x,x,x,x,-0.2%
COC(=O)c1ccc(OC(=O)c2ccccc2F)cc1,0.3%,0.6%,x,i,9.7%,-1.8%,-0.1%,-2.5,-20.2,x
CCc1c(C2(O)CCCCC2)[nH]c2ccc(C(F)(F)F)cc12,u,-3.8%,-3.9%,x,7.9%,x,x,x,x,-1.1%
Cn1nc(OC(=O)Nc2ccc(F)cc2)cc1C(F)(F)F,0.1%,0.4%,-9.4%,i,3.4%,-4.1%,-2.4%,-3.0,4.2,0.5%

# (list continues)
SMILES,West Nile virus CPE,RSV antiviral HEp-2,NS5 inhibitors,Yfh1-depleted yeast,Large T inhibition,ER stress rescue,XIAP antagonists,WT yeast gro inh,WT yeast gro inh mutant strain,K1F lysis inhibition
C=CCn1c(-c2ccccc2)ccc(C#N)c1=O,1.1%,20.7%,-2.6%,i,4.0%,-0.6%,-6.7%,5.1,19.6,0.0%
COC(=O)c1c(-c2cccc(C)c2)csc1N,0.1%,u,-3.2%,i,22.9%,2.8%,0.3%,-1.9,-6.6,1.5%
COC(=O)c1ccc(C2/C(=C(\O)c3cccc(OC)c3)C(=O)C(=O)N2CCCN2CCOCC2)cc1 (stereo unspecified),-0.3%,0.2%,-2.9%,i,5.3%,3.3%,-0.1%,-6.6,3.6,-7.4%
COc1ccccc1C(=O)Nc1cc2ccccc2oc1=O,0.2%,1.7%,-9.7%,i,1.7%,-1.1%,-10.6%,11.1,14.4,0.2%
COC(=O)c1ccccc1S(=O)(=O)N1CCC(C(=O)OCc2cccc(OC)c2OC)CC1,x,-1.1%,2.2%,x,2.5%,x,x,x,x,-0.2%[50 µM]
COc1ccc(NC(=O)/C(=C\c2ccccc2)NC(=O)c2ccco2)cc1,-0.6%,0.7%,3.6%,x,7.5%,x,x,x,x,0.6%
CN(C)C=NC(=O)/C(C#N)=C/c1ccccc1,0.6%,0.7%,3.7%,i,2.1%,-1.0%,-3.0%,-1.5,-5.8,0.3%
COc1ccc(NC(=O)[C@H](C)NC(=O)[C@@H]2Cc3ccccc3CN2C(=O)OC(C)(C)C)cc1,-0.5%,-0.2%,-3.6%,x,7.0%,x,x,x,x,0.3%
COC(=O)c1ccccc1NC(=O)Nc1c(C)n(C)n(-c2ccccc2)c1=O,-0.1%,1.6%,-5.8%,x,22.0%,x,x,x,x,0.9%[50 µM]
CCC1(C(=O)OC)NC(c2ccco2)C2C(=O)N(c3ccccc3)C(=O)C21 (stereo unspecified),0.1%,0.1%,1.6%,i,6.6%,-2.1%,-0.7%,-2.3,4.6,-0.3%
CC(=O)c1c(C)nn(CCC(=O)O)c1C,-0.1%,2.2%,-1.6%,i,8.9%,-0.2%,-4.5%,-12.5,0.0,-0.1%
COc1ccc(CCNC(=O)c2cccc(C(=O)NCCc3ccc(OC)cc3)n2)cc1,x,1.5%,9.3%,x,7.6%,x,x,x,x,1.1%
COc1ccccc1N1CCN(C(=O)C(=O)c2cn(CC(=O)N3CCCC3)c3ccccc23)CC1,0.2%,1.0%,7.9%,x,3.4%,x,x,x,x,0.8%[50 µM]
N#C/C(=C\c1ccco1)c1nc2ccccc2s1,-0.4%,5.1%,-17.0%,i,2.1%,-5.7%,-10.6%,13.7,8.3,1.5%[50 µM]
Cc1ccc(C)c(S(=O)(=O)N2CCN(C(=O)Cn3c(=O)cnc4ccccc43)CC2)c1,x,2.5%,6.5%,x,-4.0%,x,x,x,x,1.6%[50 µM]
Cc1ccc(NC(=O)C2CCN(S(=O)(=O)c3c(C)noc3/C=C/c3ccco3)CC2)nc1,-1.2%,9.5%,-5.1%,i,11.0%,-1.2%,-13.4%,-0.7,-9.7,1.5%
O=C(NCCNC(=O)c1ccccc1F)c1ccco1,0.6%,0.8%,-0.9%,x,3.5%,x,x,x,x,0.2%
COc1ccc(C2=CC(=O)CC(c3ccc(F)cc3)C2)cc1 (stereo unspecified),-0.6%,8.0%,1.6%,i,7.1%,x,x,x,x,2.5%
COC(=O)C1=C(COc2ccccc2)NC(=O)NC1c1ccc(Cl)cc1 (stereo unspecified),-0.3%,1.0%,x,i,8.5%,x,x,x,x,x
CCCCC(=O)NC1=C(C(=O)OC)SCC1,-0.5%,1.1%,-1.4%,i,11.3%,-0.2%,-5.6%,-5.5,-12.2,-0.1%
CC1=NN(C(=O)COc2ccccc2)C(O)(c2cccnc2)C1 (stereo unspecified),0.3%,-0.1%,0.9%,i,8.4%,0.3%,-7.5%,-6.2,19.5,0.2%
Cc1ccc2c(c1)c1c(n2CC(O)Cn2c(C)nc3ccccc32)CCCC1 (stereo unspecified),2.3%,-2.1%,0.0%,i,-1.0%,-2.1%,-1.8%,-1.3,2.0,-0.7%
O=C(Cc1cccc(C(F)(F)F)c1)Nc1ccc(S(=O)(=O)N2CCCC2)cc1,x,14.3%,3.7%,x,13.4%,x,x,x,x,-0.1%[50 µM]
COc1ccc(NC(=O)CN2CCC(NC(=O)c3ccc(OC)cc3)CC2)cc1,-0.4%,1.8%,-5.0%,x,11.5%,x,x,x,x,1.1%

# Screening results: PubChem BioAssay, several laboratories

# An unsorted share of the library. About 2.2% of those tested had a hit in this group.
